Compound activity as filed in PubChem BioAssay.
Glioma ERSR ind: ER stress response induction in glioma | U87-MG GRP78 promoter luciferase reporter, 16 h | Potency, µM, without a hit: at the highest dose activation, actives largely listed as activators | actives 0.02% (n = 420,000) | AID 602332; note: potency is the fitted concentration of half-maximal effect; series mostly up to about 76 µM; % of control where 0% means no effect; nearly all actives have a fitted effect of over 35% in size
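Stably transfected U87-MG human glioma cells carrying a GRP78-based luminescent sensor were seeded at 1000 cells/well, pin-dosed with compounds and incubated 16 h. Luciferase reagent was then added, and end-point luminescence was read after 10 min at room temperature.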
Apoferritin bind: candidate novel general anesthetic via apoferritin binding | Potency, µM (doses to about 77.5 µM), for inactives: top-dose activity change, negative = displacement, hits mostly inhibitors | apoferritin/1-aminoanthracene competitive binding, fluorescence | actives 0.074% (n = 350,000); note: potency is the fitted concentration of half-maximal effect; % is set by controls: 0 for no effect and ±100 for the full control effect; nearly all actives have a fitted effect of over 20% in size
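Horse-spleen apoferritin (10 uM) was mixed with 50% saturated 1-aminoanthracene in PBS, exposed to compounds for 10 min at room temperature, and read for fluorescence (ex 380 nm, em 535 nm). Competitive displacement was fitted with a four-parameter Hill equation.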
Pol eta inh: blocks human DNA polymerase eta activity | Q9Y253 | recombinant Pol eta, fluorescent DNA replication assay | Potency, µM (titrated, usually from 114 µM), for inactives: top-dose activity change, negative = inhibition, usual class: inhibitors | actives 1.2% (n = 390,000) | AID 588591; note: potency is the fitted concentration of half-maximal effect; % is set by controls: 0 for no effect and ±100 for the full control effect
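Pol eta (10 nM) was preincubated with compounds for 15 min at room temperature, after which fluorescent replication substrate (50 nM final) was added to start the reaction. Fluorescence was read kinetically at 0 and 10 min.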
Pol beta inh: blocks human DNA polymerase beta activity; Pol beta primer extension/strand displacement, fluorescence kinetic; Potency, µM (doses to about 114 µM), for the others: at the highest dose activity change, negative = inhibition, hits mostly inhibitors; actives 1.3% (n = 340,000); note: potency is the fitted concentration of half-maximal effect; % is set by controls: 0 for no effect and ±100 for the full control effect
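Curves were derived by four-parameter Hill fits of normalized qHTS data. The kinetic fluorescent primer-extension read was taken at 0 and 10 min after 50 nM substrate, following a 15 min room-temperature preincubation of 10 nM enzyme with compounds.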
BLM helicase inh: blocks DNA unwinding by human BLM helicase | P54132 | recombinant BLM DNA unwinding, fluorescence dequenching | Potency, µM (titrated, usually from 56.1 µM), inactives show at the highest dose activity change, negative = inhibition, usual class: inhibitors | actives 0.2% (n = 350,000) | AID 2528;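 note: potency is the fitted concentration of half-maximal effect; plate controls were vehicle for no effect and no enzyme for full effect; nearly all actives have a fitted effect of over 35% in size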
APEX1 inh: APE1 (human) endonuclease inhibition; recombinant APE1, TAMRA/BHQ-2 abasic DNA cleavage fluorescence; actives 0.35% (n = 350,000); Potency, µM (doses to about 65.8 µM), without a hit: at the highest dose activity change, negative = inhibition, hits mostly inhibitors; AID 2517;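 note: potency is the fitted concentration of half-maximal effect; plate controls were vehicle for no effect and reference inhibitor for full effect; nearly all actives have a fitted effect of over 55% in size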
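Endonuclease cleavage of a quenched abasic-site DNA duplex (50 nM) by APE1 (0.75 nM) was tracked by TAMRA dequenching. Compounds were preincubated with enzyme 15 min at room temperature; data normalized to buffer-only and DMSO wells plus NSC13755 control.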
POLI inh: DNA polymerase iota (human) inhibition. actives 1% (n = 390,000). Pol iota fluorescent replication assay, 10 min. AID 588590. Q9UNA4. Potency, µM (highest dose often 115 µM), inactives show at the highest dose activity, negative = inhibition, most hits filed as inhibitors; note: potency is the fitted concentration of half-maximal effect
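Pol iota at 10 nM preincubated 15 min with compounds at room temperature; reaction started with fluorescent substrate, 50 nM final. Fluorescence read kinetically at 0 and 10 min; buffer-only wells as negative control.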
LDHA block: inhibitors of human lactate dehydrogenase A | purified LDHA, NADH/diaphorase-resazurin fluorescence; stronger effect = lower value | activity change, % (values are at about 110 or 230 µM) | actives 0.15% (n = 480,000); in the data active = activity change below about -30%; inconclusive = mostly about -25% to -30%;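 note: plate controls were DMSO wells for no effect and wells without enzyme for full effect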
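Enzyme activity of human lactate dehydrogenase 5 (2 nM; 0.06 mM NADH, 0.2 mM pyruvate, 5 min, RT) is measured via a resazurin/diaphorase fluorescence readout of residual NADH.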
POLK inh: blocks human DNA polymerase kappa activity. Q9UBT6. purified Pol kappa, fluorescent DNA synthesis assay, 10 min. Potency, µM (series often up to 107 µM), for inactives: at the highest dose activity, negative = inhibition, most hits filed as inhibitors. actives 0.53% (n = 400,000). AID 588579; note: potency is the fitted concentration of half-maximal effect; % is set by controls: 0 for no effect and ±100 for the full control effect
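Readout: fluorescence, taken kinetically at 0 and 10 min. Conditions: 10 nM Pol kappa, 15 min RT compound preincubation, 50 nM substrate final. Controls: enzyme-free buffer wells.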
* = called active by the depositor; ? = inconclusive; / = not tested or not shown; & = joins results of further samples; [ ] = remark or other dose. Unless noted, calls come from the whole dose curve; as a rule, active = well fitted curve in the direction sought with a large enough effect; inconclusive = small, poorly fitted or top-dose-only effect, or another doubt; inactive = no such curve, though single readings can be large; an effect the other way counts as inactive or inconclusive. These rows are one share of the data (hit frequency here may not be typical).

SMILES | Glioma ERSR ind | Apoferritin bind | Pol eta inh | Pol beta inh | BLM helicase inh | APEX1 inh | POLI inh | LDHA block | POLK inh
CC(C)(C)NS(=O)(=O)c1ccc(OCC(=O)N2CCN(Cc3ccccc3)CC2)cc1 | 1% | -7% | -13% | -24% | 0% | 0% | 6% | -4 | -9%
COC(=O)C1=C(c2ccc(C(C)=O)cc2)C[C@@H]2CC[C@H]1N2C(=O)NCc1ccc(F)cc1 | -3% | / | -16% | / | / | 10% | 9% | -1 | -4%
CCCNC(=O)N1[C@H]2CC[C@@H]1C(C(=O)OC)=C(c1ccc(OC)c(OC)c1)C2 | -4% | / | -11% | / | / | 34% | -3% | -5 | 11%
CC1(C)C2([N+](=O)[O-])CN3CN(C2)CC1([N+](=O)[O-])C3 | -2% | -6% | 8% | 11% | 0% | 9% | ? | -2 | -10%
COc1ccc(NP(=O)(Oc2ccccc2OC)Oc2ccccc2OC)cc1 | -2% | 3% | -12% | 2% | -2% | 2% | 20% | -4 | -9%
O=C1Nc2ccccc2C(c2ccccc2)=NC1O (stereo not drawn) | -5% | 6% | -13% | -14% | -3% | 30% | ? | 0 | 12%
CC(=O)NC(Cc1ccc(N(CCCl)CCCl)cc1)C(=O)O (stereo not drawn) | -3% | 2% | 0% | -9% | 5% | 9% | 25% | 3 | -3%
CN(C)c1ccc(/C=C/C=C/c2sc3ccccc3[n+]2C)cc1 | -3% | 7% | -31% | ? | -6% | -11% | ? | 0 | -29%
COC(=O)C1=C(C(=O)OC)SC2(S1)C(C(=O)OC)=C(C(=O)OC)Sc1c2ssc1=O | -14% | / | -6% | / | / | / | -16% | 28 | -6%
CSc1ccc(CN2CCN(C(=O)COc3cccc(C)c3)CC2)cc1 | -4%&-6% | -9%&-6% | -1%&-6% | 2%&10% | -8%&-3% | -1% | 149%&19%[activator] | -15&-22 | -12%&-5%
CCNC[C@H](O)c1cccc(O)c1 | -4% | -13%[29.3 µM] | / | / | -9%[21.4 µM] | / | / | / | -4%[12 µM]
Cc1cc(NC(=O)CCl)nn1C | 3% | -2% | 5% | -4% | -2% | 9% | 122%[activator] | -2 | -12%
Cc1cc(C(=O)OCC(=O)Nc2ccccc2F)c(C)n1C1CC1 | 4% | / | -19% | / | / | 23% | -10% | 1&-3 | 0%
COc1ccc(CC(=O)N2CCN(C)CC2)cc1OC | -4% | -9% | -3% | -1% | -2% | 6% | ? | 3 | -1%
c1cc(CNCCc2ccc3c(c2)OCO3)ccn1 | -3% | -7% | -5% | 1% | 2% | 16% | -3% | -5 | -1%
CCC(NC(=O)OC(C)(C)C)C(=O)Oc1cc(C)cc2oc(=O)c3c(c12)CCC3 (stereo not drawn) | -4% | -10% | -17% | 32% | 1% | 5% | 28% | -2 | 0%
Cc1ccc(/C=C2\C(=O)NC(=O)N(Cc3ccccc3Cl)C2=O)o1 | 0% | -14% | 79µM* | ? | -8% | -2% | 25µM* | -2 | ?
CC(C)CCCn1c(O)c(/C=C2/C=CC=N2)c(=O)[nH]c1=O | -1% | -22% | 1% | 28% | -2% | -4% | -6% | -2 | -18%
CC(=O)OC1CC[C@@]2(C)C3CC[C@]4(C)C(=O)CCC4C3CC[C@H]2C1 (stereo partly drawn) | -6% | 6% | / | / | -2% | 1% | / | / | -10%[60.1 µM]
CCCC(=O)OCC[N+](C)(C)C | -1%&-4% | 0%&5% | -15% | 2% | -6% | -1%&11% | -3% | -9 | -12%
O=C(c1ccc(F)c([N+](=O)[O-])c1)N1CC2CC(C1)c1cccc(=O)n1C2 (stereo not drawn) | -5% | -1% | -11% | -10% | -1% | 59%[activator] | -29% | -1 | -8%
COc1ccc(CCNC2CCCCC2)cc1 | -6% | -10% | -10% | 76% | 1% | 2% | 11% | -2 | -3%
Cc1cc(/C=C2\C(=O)NC(=O)N(Cc3ccccc3)C2=O)c(C)n1C1CC1 | -2% | -7% | -23% | ? | -2% | 0% | ? | -5 | -12%
COc1ccc(N2CCN(C(=O)c3cc(=O)[nH]c4ccccc34)CC2)cc1 | -2% | -8% | -1% | 2% | -1% | 0% | 88%[activator] | -1 | 0%
CC(C)c1ccc(N2C(=O)NC(=O)/C(=C\c3cnc(-c4ccccc4)nc3)C2=O)cc1 | 0% | -18% | -4% | 24% | 1% | 6% | -10% | -20 | -10%
CC1=CC(=O)OC2CC3OC4C[C@@H](C)C5OC6CC7O[C@]8(C)C/C=C\C9OC%10CC%11OC(CC(C)CO)CC(O)[C@]%11(C)OC%10CC9OC8C[C@]7(C)O[C@]6(C)CCC5OC4C[C@]3(C)OC12 (stereo partly drawn) | 2% | -3% | -10% | 2% | -6% | 1% | 18% | -4 | 14%
Cc1cc(C)cc(-n2c(C)cc(/C=C3\C(=O)NC(=O)N(C)C3=O)c2C)c1 | -4% | -17% | ? | 1% | -10% | 4% | 5% | -9 | -13%
OC(c1ccccc1)(c1ccccc1)c1ccncc1 | -2% | -2% | -19% | -4% | 0% | ? | 7% | -5 | -21%
NC(=O)c1c(NC(=O)c2ccc(S(=O)(=O)N(CCCl)CCCl)cc2)sc2c1CCCCC2 | -4% | 13% | -14% | 4% | -2% | 3% | 23% | -10 | -3%
NC(=NCCC[C@H](N)C(=O)O)N[N+](=O)[O-] | -1%&-4% | / | -1%[57.1 µM] | 16%[57.1 µM] | -3% | 10%&12% | 8%[58.9 µM] | / | -13%[60.1 µM]
NC(=O)c1ccc(N=Nc2c(O)[nH]c(=O)[nH]c2=O)cc1 | / | -4% | / | 28% | -1% | 2% | / | / | /
CCCCn1c(O)c(C(CC)=NC(C)c2ccccc2)c(=O)[nH]c1=O (stereo not drawn) | -5% | ? | -19% | ? | -8% | 0% | 23% | -6 | -14%
COc1ccc(NP(=O)(Oc2ccc(Cl)cc2)Oc2ccc(Cl)cc2)cc1OC | -6% | 5% | -18% | 11% | -13% | 6% | -8% | 5 | -6%
O=[N+]([O-])[N-][n+]1cnn(Cc2ccccc2)c1 | 0% | -6% | 1% | 88% | -2% | -1% | -15% | -3 | 0%
CC(CN)CC(=O)O (stereo not drawn) | -2% | 3% | / | / | / | -4% | / | / | 3%[19.4 µM]
CCCOc1ccc(N2CC(C(=O)Nc3ccccc3F)CC2=O)cc1 (stereo not drawn) | -12% | -9% | -15% | -18% | 0% | 15% | 10% | -6 | -5%
COC(=O)CNC(=O)c1cn(CCC#N)nc1-c1ccc(F)cc1 | -2% | -3% | -7% | 2% | -6% | -1% | 95%[activator] | -6 | -11%
CN1CCN(c2c[nH]c(=O)[nH]c2=O)CC1 | 0% | 2% | -6% | -2% | 5% | 16% | -1% | -1 | 5%
CN1CCN(c2nc([N+](=O)[O-])nn2C)CC1 | -5% | -3% | -12% | 12% | -5% | 1% | -17% | 1 | -8%
CCOC(=O)C(O)(c1ccc(N(C)C(=O)c2ccc(Cl)c(Cl)c2)cc1)C(F)(F)F (stereo not drawn) | -6% | -16% | -27% | 9% | -7% | -3% | -26% | 1 | -13%
COC(=O)COc1ccc(/C=C2\C(=O)NC(=S)N(c3ccc(C)cc3)C2=O)cc1OC | 2% | -10% | -11% | -3% | -4% | 5% | ? | -3 | 8%[60.1 µM]
N#C/C(=C(/O)c1ccc(S(=O)(=O)N(CCCl)CCCl)cc1)c1nc2ccccc2[nH]1 | 3% | -4% | -2% | 8% | -5% | 1% | 37%[activator] | 0 | 13%
C=CCn1c(O)c(C(CC)=NCc2cc(OC)cc(OC)c2)c(=O)[nH]c1=O | -3% | -6% | 2% | 1% | 2% | 14% | 8% | -1 | -18%

For reference, part of the list above.
SMILES | Glioma ERSR ind | Apoferritin bind | Pol eta inh | Pol beta inh | BLM helicase inh | APEX1 inh | POLI inh | LDHA block | POLK inh
CC(C)(C)NS(=O)(=O)c1ccc(OCC(=O)N2CCN(Cc3ccccc3)CC2)cc1 | 1% | -7% | -13% | -24% | 0% | 0% | 6% | -4 | -9%
COC(=O)C1=C(c2ccc(C(C)=O)cc2)C[C@@H]2CC[C@H]1N2C(=O)NCc1ccc(F)cc1 | -3% | / | -16% | / | / | 10% | 9% | -1 | -4%
CCCNC(=O)N1[C@H]2CC[C@@H]1C(C(=O)OC)=C(c1ccc(OC)c(OC)c1)C2 | -4% | / | -11% | / | / | 34% | -3% | -5 | 11%
CC1(C)C2([N+](=O)[O-])CN3CN(C2)CC1([N+](=O)[O-])C3 | -2% | -6% | 8% | 11% | 0% | 9% | ? | -2 | -10%
COc1ccc(NP(=O)(Oc2ccccc2OC)Oc2ccccc2OC)cc1 | -2% | 3% | -12% | 2% | -2% | 2% | 20% | -4 | -9%
O=C1Nc2ccccc2C(c2ccccc2)=NC1O (stereo not drawn) | -5% | 6% | -13% | -14% | -3% | 30% | ? | 0 | 12%
CC(=O)NC(Cc1ccc(N(CCCl)CCCl)cc1)C(=O)O (stereo not drawn) | -3% | 2% | 0% | -9% | 5% | 9% | 25% | 3 | -3%
CN(C)c1ccc(/C=C/C=C/c2sc3ccccc3[n+]2C)cc1 | -3% | 7% | -31% | ? | -6% | -11% | ? | 0 | -29%
